Screens deposited in PubChem BioAssay by several laboratories.
NadD block: inhibitors of S. aureus NadD, primary screen, biochemical, colorimetric, uHTS; purified NadD enzyme, colorimetric absorbance read-out; AID 602399, 2012; hit rate 0.78% among 360,000; inhibition, % at 20 µM; in the data active means inhibition above about 26%; further: some compounds past the cut are filed as inactive
LMPTP inh: LMPTP phosphatase inhibitors, primary screen, biochemical, fluorescence intensity, uHTS. Low molecular weight phosphotyrosine protein phosphatase (Homo sapiens), P24666. inhibition, % at 20 µM. hit rate 0.22% among 360,000. recombinant LMPTP-A, OMFP fluorogenic substrate. AID 651560, 2012;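 active means compounds that cut the enzyme signal by at least half of the control window in the single-dose screen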;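 further: plate controls were DMSO wells with enzyme plus substrate for no effect and substrate without enzyme for full effect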
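Test system – LMPTP-A phosphatase enzyme · Quantity – 0.625 nM LMPTP-A final · Reagent – OMFP substrate, 400 µM final · Dosing – one test concentration per compound, 20 µM, with 3% DMSO overall · Timing – 50 min enzyme reaction at room temperature, protected from light · Detection – fluorescence intensity · Controls – substrate-only low control, DMSO enzyme-plus-substrate high control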
SUMO1 PPI mod: modulators of SUMO1 protein-protein interactions, primary screen, biochemical, uHTS; hit rate 0.33% among 360,000; Small ubiquitin-related modifier 1 (Homo sapiens), P63165; inhibition, % at 20 µM; SUMO1 binding to a labelled peptide, TR-FRET, 1 h; in the data active means inhibition above about 37%
Target sequence (P63165 whole entry, looked up): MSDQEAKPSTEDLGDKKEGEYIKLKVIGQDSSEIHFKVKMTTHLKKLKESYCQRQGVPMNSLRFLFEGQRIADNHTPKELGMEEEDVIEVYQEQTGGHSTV
Tb MetRS inh: T. brucei MetRS inhibitors, primary screen, biochemical, luminescence. hit rate 0.4% among 360,000. inhibition, % at 11.9 µM. purified T. brucei MetRS, ATP depletion, Kinase-Glo luminescence;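 active means inhibition above a per-plate cutoff of the control wells' mean inhibition plus 3 SD, cut at about 5.5% in these data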;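 further: 0% = DMSO wells median and 100% = median of wells with control inhibitor compound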
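Measured by: Kinase-Glo luciferase luminescence reporting remaining unconsumed ATP. Material: purified T. brucei MetRS enzyme. Doses: 11.9 µM compound single dose, 0.9% DMSO. Medium: HEPES buffer containing pyrophosphatase, BSA, spermine, DTT. Times: 15 min preincubation, 2 h reaction, all 25 °C. Reagent: methionine, ATP and bulk E. coli tRNA.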
MsrA inh: bovine MsrA enzyme inhibitors, primary screen, biochemical, absorbance, HTS; Methionine sulfoxide reductase A (Bos taurus); purified bovine MsrA, absorbance read-out; inhibition, % at 15.5 µM; hit rate 0.75% among 360,000; in the data active means inhibition above about 4.5%;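 further: 0% = vehicle wells with enzyme and 100% = reference inhibitor wells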
CSN inh: inhibitors of CSN-mediated cullin deneddylation, primary screen, biochemical, fluorescence polarization, uHTS | inhibition, % at 12.5 µM | hit rate 0.38% among 360,000 | Purified CSN, SCF-Nedd8-OG deneddylation | COP9 signalosome complex subunit 5 (Homo sapiens), Q92905;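 active means pattern-corrected inhibition above about 35%, with an unprinted fluorescence ratio check between 0.5 and 1.5, limit read from the data, passing the limit was not always enough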;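 further: 0% = enzyme with substrate and 100% = substrate without enzyme; some results filed as inactive read as strong as hits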
Target sequence (Q92905 whole entry, looked up, one chain of several): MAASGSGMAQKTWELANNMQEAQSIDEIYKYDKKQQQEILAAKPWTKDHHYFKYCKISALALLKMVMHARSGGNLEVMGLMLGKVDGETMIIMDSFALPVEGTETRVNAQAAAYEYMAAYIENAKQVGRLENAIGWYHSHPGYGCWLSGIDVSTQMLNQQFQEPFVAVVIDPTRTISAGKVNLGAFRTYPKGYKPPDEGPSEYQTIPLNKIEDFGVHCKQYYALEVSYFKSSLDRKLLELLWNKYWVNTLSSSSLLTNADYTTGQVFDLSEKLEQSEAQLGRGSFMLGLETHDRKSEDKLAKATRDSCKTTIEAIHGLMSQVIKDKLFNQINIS
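assay system = purified human Csn5 enzyme expressed in HEK293T cells | amount = 0.24 nM enzyme | buffer or medium = Tris/NaCl/DTT buffer, pH 7.5 | reagent = 10 nM SCFSkp2-Nedd8OG | compound = one concentration, 12.5 µM, 0.25% DMSO | times = 90 min reaction at room temperature | signal = FP | read-out basis = % inhibition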
Rpn11 block: Rpn11 (PSMD14) deubiquitinase inhibitors, primary screen, biochemical, fluorescence polarization, uHTS; 26S proteasome non-ATPase regulatory subunit 14 (Homo sapiens), O00487; human 26S proteasome, Ub4-pepOG fluorescence polarization; 20S core pre-blocked with epoxomicin; calls only at 20 µM; hit rate 0.59% among 360,000; AID 588493, 2011;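 active means inhibition at 20 µM, scaled to each plate's controls, above about 33%, limit read from the data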
Target sequence (O00487 whole entry, looked up): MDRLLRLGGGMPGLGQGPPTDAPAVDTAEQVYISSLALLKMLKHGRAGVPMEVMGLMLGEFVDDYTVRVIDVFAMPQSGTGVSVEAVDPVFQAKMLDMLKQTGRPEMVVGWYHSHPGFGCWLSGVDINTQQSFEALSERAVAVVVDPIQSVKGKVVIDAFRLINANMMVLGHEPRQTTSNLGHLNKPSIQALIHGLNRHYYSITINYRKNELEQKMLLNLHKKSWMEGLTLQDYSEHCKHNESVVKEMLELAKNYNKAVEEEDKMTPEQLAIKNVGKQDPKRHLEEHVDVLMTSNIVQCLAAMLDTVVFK
STEP inh: STEP phosphatase inhibitors, primary screen, biochemical, fluorescence intensity, uHTS | AID 588621, 2011 | Tyrosine-protein phosphatase non-receptor type 5 (Homo sapiens), P54829 | inhibition, % at 20 µM | hit rate 0.25% among 360,000 | recombinant STEP, OMFP fluorogenic substrate;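 active means inhibition at 20 µM, scaled per plate between control wells, above about 37%, limit read from the data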;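 further: 0% = DMSO with enzyme and substrate and 100% = substrate only without enzyme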
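System: isolated STEP enzyme; schedule: 20 min enzyme reaction at room temperature, protected from light; medium: Bis-Tris buffer pH 6.0, 2.5 mM DTT, 0.005% Tween 20; signal: fluorescence, 480/540 nm; dosing: single compound dose of 20 µM, 1% DMSO final; also added: OMFP substrate, 25 µM final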
Scp1 inh: Scp-1 phosphatase inhibitors, primary screen, biochemical, colorimetric, uHTS; Carboxy-terminal domain RNA polymerase II polypeptide A small phosphatase 1 (Homo …; Recombinant Scp1, phosphopeptide, malachite green phosphate absorbance; inhibition, % at 20 µM; hit rate 0.88% among 340,000; AID 493091, 2011;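 active means inhibition above about 50% at 20 µM, limit read from the data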;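 further: plate controls were DMSO wells with enzyme for no effect and wells lacking enzyme for full effect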
Target sequence (Q9GZU7 76-261 limits assumed): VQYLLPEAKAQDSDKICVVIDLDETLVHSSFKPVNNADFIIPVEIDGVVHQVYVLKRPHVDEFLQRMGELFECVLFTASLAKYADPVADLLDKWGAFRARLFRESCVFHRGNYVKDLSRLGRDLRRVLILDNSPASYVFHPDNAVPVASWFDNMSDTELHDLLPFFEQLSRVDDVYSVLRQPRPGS
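Incubation: 45 min enzyme reaction at room temperature / System: truncated SCP-1 phosphatase (76-261aa) / Reagent: Phospho 17-mer peptide substrate / Buffer or medium: Acidic Tris acetate buffer with magnesium and detergent / Signal: absorbance at 630 nm / Doses: one concentration, 20 µM, with 1.0% DMSO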
DNMT1 inh: human DNMT1 methyltransferase inhibitors, primary screen, biochemical, molecular beacon, fluorescence, HinP1I cleavage, uHTS; DNA (cytosine-5)-methyltransferase 1 (Homo sapiens), P26358; inhibition (reported as % activation of signal), % at 10 µM; hit rate 0.83% among 360,000; in the data active means inhibition above about 50%
Active calls of the source: *. Compounds were not picked by outcome, and some 3.9% of all compounds hit somewhere here.

What do the screens show for `O=C(CSc1nncn1-c1cccnc1)Nc1cccc(C(F)(F)F)c1`?
NadD block: 0; LMPTP inh: -0.1; SUMO1 PPI mod: 2; Tb MetRS inh: 0.1; MsrA inh: -0.4; CSN inh: 0; Rpn11 block: inactive; STEP inh: -1; Scp1 inh: -2; DNMT1 inh: 1

How did Cc1ccc(S(=O)(=O)NCC(=O)OCC(=O)c2ccc(Br)s2)cc1 do in these assays?
NadD block: 0; LMPTP inh: -2.3; SUMO1 PPI mod: 0; Tb MetRS inh: -1.7; MsrA inh: -0.2; CSN inh: 2; Rpn11 block: inactive; STEP inh: 0; Scp1 inh: -2; DNMT1 inh: -2

What do the screens show for `Cc1c(NC(=O)C(C)OC(=O)c2ncc(Cl)c(Cl)c2Cl)c(=O)n(-c2ccccc2)n1C` (configuration not stated)?
NadD block: 0; LMPTP inh: -1.7; SUMO1 PPI mod: 3; Tb MetRS inh: -0.2; MsrA inh: 1.2; CSN inh: 2; Rpn11 block: inactive; STEP inh: -2; Scp1 inh: -2; DNMT1 inh: 0

What do the screens show for `C[C@@]12C(=O)N(c3ccc(Br)cc3)C(=O)N1[C@@H]1c3ccccc3OC[C@@H]1[C@H]2c1ccccc1`?
NadD block: 5; LMPTP inh: 0.3; SUMO1 PPI mod: 4; Tb MetRS inh: 0.0; MsrA inh: 0.3; CSN inh: -1; Rpn11 block: inactive; STEP inh: 5; Scp1 inh: -8; DNMT1 inh: 9

What do the screens show for `CCC(=O)n1nc(-c2ccccc2)nc1NCc1ccccc1`?
NadD block: 0; LMPTP inh: 2.2; SUMO1 PPI mod: 0; Tb MetRS inh: 0.4; MsrA inh: -0.4; CSN inh: 4; Rpn11 block: inactive; STEP inh: -1; Scp1 inh: -5; DNMT1 inh: 0

What do the screens show for `COc1ccc(C(CCN2CCCCC2)c2c(O)cc(OC)cc2OC)cc1` (configuration not stated)?
NadD block: -5; LMPTP inh: -0.8; SUMO1 PPI mod: 6; Tb MetRS inh: -0.1; MsrA inh: -0.3; CSN inh: 0; Rpn11 block: inactive; STEP inh: 0; Scp1 inh: 0; DNMT1 inh: 4

How did CCOCC(=O)Nc1cc(C(=O)Nc2cccc(C)c2C)ccc1Cl do in these assays?
NadD block: -1; LMPTP inh: -2.0; SUMO1 PPI mod: 2; Tb MetRS inh: -1.4; MsrA inh: -0.9; CSN inh: -3; Rpn11 block: inactive; STEP inh: -3; Scp1 inh: 5; DNMT1 inh: 3

What do the screens show for `COc1ccc(C(=O)NC(C)c2ccc(-n3ccnc3)cc2)cc1[N+](=O)[O-]` (configuration not stated)?
NadD block: 1; LMPTP inh: -1.5; SUMO1 PPI mod: -26; Tb MetRS inh: 0.1; MsrA inh: -0.7; CSN inh: 2; Rpn11 block: inactive; STEP inh: 0; Scp1 inh: -5; DNMT1 inh: 0

What do the screens show for `Cc1c(NC(=O)C(C)Sc2ccccc2)c(=O)n(-c2ccccc2)n1C` (configuration not stated)?
NadD block: 3; LMPTP inh: -1.1; SUMO1 PPI mod: 0; Tb MetRS inh: -1.1; MsrA inh: 0.2; CSN inh: 2; Rpn11 block: inactive; STEP inh: -3; Scp1 inh: -5; DNMT1 inh: -1

Results for Cc1ccc(NC(=O)COc2ccccc2C(=O)NCc2ccccc2)cc1 ?
NadD block: -9; LMPTP inh: 2.1; SUMO1 PPI mod: 2; Tb MetRS inh: 0.8; MsrA inh: 0.0; CSN inh: -2; Rpn11 block: inactive; STEP inh: -3; Scp1 inh: -11; DNMT1 inh: -8

How did COc1ccc(CN2CCS(=O)(=O)CC2)cc1OC do in these assays?
NadD block: 5; LMPTP inh: 0.6; SUMO1 PPI mod: 4; Tb MetRS inh: 0.2; MsrA inh: 1.1; CSN inh: 2; Rpn11 block: inactive; STEP inh: 0; Scp1 inh: 4; DNMT1 inh: -2

Results for O=C(NCc1ccco1)c1ccccc1-c1ccc(C(F)(F)F)cc1 ?
NadD block: -3; LMPTP inh: 1.5; SUMO1 PPI mod: -7; Tb MetRS inh: -0.2; MsrA inh: -0.8; CSN inh: 2; Rpn11 block: inactive; STEP inh: -2; Scp1 inh: -9; DNMT1 inh: -1

Results for O=C(NCCCO)C(=O)NCCc1ccc(Cl)cc1 ?
NadD block: -1; LMPTP inh: -1.2; SUMO1 PPI mod: 2; Tb MetRS inh: 0.8; MsrA inh: -1.1; CSN inh: 16; Rpn11 block: inactive; STEP inh: 0; Scp1 inh: 1; DNMT1 inh: 2

What do the screens show for `O=C1OC(c2ccc(F)cc2)=C/C1=C\c1ccc(O)cc1`?
NadD block: 4; LMPTP inh: 0.5; SUMO1 PPI mod: 12; Tb MetRS inh: -0.7; MsrA inh: 0.1; CSN inh: -2; Rpn11 block: inactive; STEP inh: 10; Scp1 inh: -3; DNMT1 inh: 0

Results for Cc1cc(C(=O)N/N=C/c2ccc(O)c([N+](=O)[O-])c2)n[nH]1 ?
NadD block: 5; LMPTP inh: -4.8; SUMO1 PPI mod: -17; Tb MetRS inh: -0.1; MsrA inh: 6.8*; CSN inh: 0; Rpn11 block: inactive; STEP inh: 2; Scp1 inh: -10; DNMT1 inh: -2

Results for Nc1ccc(-c2ccc(N)c(C(=O)O)c2)cc1C(=O)O ?
NadD block: -3; LMPTP inh: 0.6; SUMO1 PPI mod: 8; Tb MetRS inh: -0.2; MsrA inh: 1.3; CSN inh: 0; Rpn11 block: inactive; STEP inh: 1; Scp1 inh: 55*; DNMT1 inh: 19

How did COc1ccc(C2N(C(=O)c3ccccc3)CCN2C(=O)c2ccc(C)cc2)cc1 (configuration not stated) do in these assays?
NadD block: 0; LMPTP inh: -1.9; SUMO1 PPI mod: 1; Tb MetRS inh: -0.6; MsrA inh: -0.6; CSN inh: -1; Rpn11 block: inactive; STEP inh: 5; Scp1 inh: -2; DNMT1 inh: 3

How did Cc1nc2ccccc2cc1C(=O)N/N=C/c1ccc([N+](=O)[O-])cc1 do in these assays?
NadD block: -3; LMPTP inh: -0.1; SUMO1 PPI mod: -18; Tb MetRS inh: -0.3; MsrA inh: 3.4; CSN inh: -3; Rpn11 block: inactive; STEP inh: -2; Scp1 inh: -7; DNMT1 inh: 3

How did Cc1ccc(C(=O)C(C)OC(=O)CCS(=O)(=O)c2ccc(C)cc2)cc1 (configuration not stated) do in these assays?
NadD block: -12; LMPTP inh: 0.5; SUMO1 PPI mod: 2; Tb MetRS inh: -0.4; MsrA inh: -0.6; CSN inh: -5; Rpn11 block: inactive; STEP inh: -2; Scp1 inh: 0; DNMT1 inh: 5

What do the screens show for `COC(=O)c1nnn(-c2ccccc2)c1N`?
NadD block: -2; LMPTP inh: -0.9; SUMO1 PPI mod: -5; Tb MetRS inh: 0.2; MsrA inh: 0.0; CSN inh: -2; Rpn11 block: inactive; STEP inh: 0; Scp1 inh: -1; DNMT1 inh: 1

Quoted at random: two compounds from above, in no set order.
What do the screens show for `COc1ccc(C(=O)NC(C)c2ccc(-n3ccnc3)cc2)cc1[N+](=O)[O-]` (configuration not stated)?
NadD block: 1; LMPTP inh: -1.5; SUMO1 PPI mod: -26; Tb MetRS inh: 0.1; MsrA inh: -0.7; CSN inh: 2; Rpn11 block: inactive; STEP inh: 0; Scp1 inh: -5; DNMT1 inh: 0

Results for O=C(NCCCO)C(=O)NCCc1ccc(Cl)cc1 ?
NadD block: -1; LMPTP inh: -1.2; SUMO1 PPI mod: 2; Tb MetRS inh: 0.8; MsrA inh: -1.1; CSN inh: 16; Rpn11 block: inactive; STEP inh: 0; Scp1 inh: 1; DNMT1 inh: 2

(listing goes on)
How did O=C(Nc1ccccc1)N1C2CCC1CC(O)(c1cccnc1)C2 (configuration not stated) do in these assays?
NadD block: -5; LMPTP inh: -1.4; SUMO1 PPI mod: -2; Tb MetRS inh: -0.1; MsrA inh: 1.1; CSN inh: 1; Rpn11 block: inactive; STEP inh: 2; Scp1 inh: -6; DNMT1 inh: 4

What do the screens show for `CCOc1ccccc1-c1ccc(C(=O)NCc2ccccc2)o1`?
NadD block: -10; LMPTP inh: 2.1; SUMO1 PPI mod: 0; Tb MetRS inh: -0.3; MsrA inh: 0.3; CSN inh: 0; Rpn11 block: inactive; STEP inh: 2; Scp1 inh: -17; DNMT1 inh: -4

How did CCCCNC(=O)c1cc2c(C)cc(C)cc2[nH]1 do in these assays?
NadD block: -4; LMPTP inh: 0.5; SUMO1 PPI mod: 0; Tb MetRS inh: -0.5; MsrA inh: -0.1; CSN inh: -4; Rpn11 block: inactive; STEP inh: -1; Scp1 inh: -17; DNMT1 inh: -2

How did Cc1ccc2[nH]c(=O)c(C3=NN(C(=O)CCC(=O)O)C(c4cccs4)C3)c(-c3ccccc3)c2c1 (configuration not stated) do in these assays?
NadD block: 13; LMPTP inh: -0.4; SUMO1 PPI mod: 5; Tb MetRS inh: 0.0; MsrA inh: 1.2; CSN inh: 5; Rpn11 block: inactive; STEP inh: -2; Scp1 inh: -10; DNMT1 inh: 5

What do the screens show for `Cc1ccc(SCC(=O)OCc2csc(CC(=O)Nc3ccccc3C)n2)cc1C`?
NadD block: -4; LMPTP inh: 2.5; SUMO1 PPI mod: 3; Tb MetRS inh: -0.2; MsrA inh: -0.8; CSN inh: 4; Rpn11 block: inactive; STEP inh: 2; Scp1 inh: -7; DNMT1 inh: -9

Results for CC(C)c1cc(Cn2c3ccccc3c(=O)n2C(C)Cn2cc(C3=CCCCC3)nn2)on1 (configuration not stated) ?
LMPTP inh: -0.7; SUMO1 PPI mod: 1; Tb MetRS inh: 0.5; MsrA inh: -1.4; CSN inh: 3
